Bioassay records from PubChem.
Fam108B inh – blocks mouse Fam108B hydrolase in RBBP9 counter-screen. inhibition, % at 9.51 µM. actives 0.33% (n = 300,000). recombinant Fam108B, FP-Rh probe fluorescence polarization;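 active = inhibition above the screen mean inhibition plus 3 SD, computed separately per campaign, cut at about 18% in these data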;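 note: inhibitors lower polarization as less probe binds the enzyme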
GLD-1 TGE inh – GLD-1-TGE RNA interaction inhibition (C. elegans); actives 0.44% (n = 320,000); Q17339; purified GLD-1 + fluorescein TGE RNA, fluorescence polarization; inhibition, % at 5.96 µM;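 active = percent inhibition above a per-plate cutoff, the plate mean of test compounds plus 3 SD, cut at about 30% in these data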;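 note: 0% = DMSO wells with GLD-1 and probe and 100% = wells lacking GLD-1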
Target sequence (Q17339 whole entry, looked up): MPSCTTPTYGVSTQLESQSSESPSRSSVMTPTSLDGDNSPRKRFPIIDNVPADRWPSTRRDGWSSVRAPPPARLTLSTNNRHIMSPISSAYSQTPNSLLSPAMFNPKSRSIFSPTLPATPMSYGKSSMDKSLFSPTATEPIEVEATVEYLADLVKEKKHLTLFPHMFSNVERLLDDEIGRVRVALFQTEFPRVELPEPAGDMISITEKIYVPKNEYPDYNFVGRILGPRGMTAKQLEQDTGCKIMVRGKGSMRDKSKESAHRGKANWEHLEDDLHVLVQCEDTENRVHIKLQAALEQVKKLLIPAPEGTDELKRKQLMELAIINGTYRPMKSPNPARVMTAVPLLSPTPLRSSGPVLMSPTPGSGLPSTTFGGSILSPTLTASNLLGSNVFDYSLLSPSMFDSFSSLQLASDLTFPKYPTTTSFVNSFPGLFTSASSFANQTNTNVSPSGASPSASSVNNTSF
VLA-4 inh – inhibition in a human VLA-4 binding assay; AID 2557; VLA-4 expressing cells, ligand binding flow cytometry; actives 0.2% (n = 330,000); P13612; inhibition, % (about 7 µM as worked out from the volumes in the protocol); in the data active = inhibition above about 50%
MCL1-BIM inh – MCL1-BIM-BH3 interaction inhibition (human) | GST-MCL1 / FITC-Bim-BH3 fluorescence polarization | inhibition, % at 10.9 µM | actives 0.68% (n = 320,000) | Q07820;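 active = inhibition above the mean inhibition of all tested compounds plus 3 SD, set per campaign, cut at about 40% in these data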;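 note: 0% = DMSO wells and 100% = unlabeled Bim-BH3 peptide control; higher means more loss of mP so more displacement of Bim peptide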
CIT2 TOR yeast – yeast TOR pathway CIT2-GFP modulation; GFP response vs DMSO, % at 10 µM; actives 0.065% (n = 320,000); S. cerevisiae CIT2-GFP strain, flow cytometry, 3 h; 100 means same as DMSO wells;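 active = GFP response relative to DMSO above a set limit, near the screen mean plus 3 SD, cut at about 150% in these data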;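 note: ratio of well median GFP fluorescence to mean of DMSO wells on the plate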
AGP1-GFP MLPCN – yeast TOR pathway AGP1-GFP modulation. AID 2066. GFP response vs DMSO, % at 10 µM. S. cerevisiae AGP1-GFP multiplex flow cytometry, 3 h; GFP as percent of DMSO wells. actives 0.02% (n = 320,000);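 active = GFP response relative to DMSO above a set limit, near screen average plus 3 SD, cut at about 150% in these data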;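 note: median GFP channel fluorescence of the gated AGP1 strain per well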
BCLXL inh – Bcl-xL (human) inhibition; Q07817; GST-Bcl-xL / FITC-Bim BH3 peptide fluorescence polarization; inhibition, % at 10.9 µM; actives 0.7% (n = 320,000); AID 2129;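 active = inhibition above the mean of all tested compounds plus 3 SD, cutoff set per campaign, cut at about 30% in these data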;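 note: 0% = DMSO wells and 100% = unlabeled Bim-BH3 peptide competitor; inhibitors lower millipolarization by displacing the labeled peptide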
MEX-5 binding – C. elegans MEX-5 TCR-2 RNA binding activity; Q9XUB2; AID 1832; actives 0.38% (n = 300,000); MEX-5/FITC-TCR2 RNA binding, fluorescence polarization; active compounds read low; activity score (negative = inhibition of binding), % at 10 µM;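 active = inhibition past about -25% in most replicates, and total fluorescence under double the plate's negative control median, limit read from the data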;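 note: 0% = DMSO and -100% = 5 µM competing unlabeled TCR2 RNA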
Target sequence (Q9XUB2 whole entry, looked up): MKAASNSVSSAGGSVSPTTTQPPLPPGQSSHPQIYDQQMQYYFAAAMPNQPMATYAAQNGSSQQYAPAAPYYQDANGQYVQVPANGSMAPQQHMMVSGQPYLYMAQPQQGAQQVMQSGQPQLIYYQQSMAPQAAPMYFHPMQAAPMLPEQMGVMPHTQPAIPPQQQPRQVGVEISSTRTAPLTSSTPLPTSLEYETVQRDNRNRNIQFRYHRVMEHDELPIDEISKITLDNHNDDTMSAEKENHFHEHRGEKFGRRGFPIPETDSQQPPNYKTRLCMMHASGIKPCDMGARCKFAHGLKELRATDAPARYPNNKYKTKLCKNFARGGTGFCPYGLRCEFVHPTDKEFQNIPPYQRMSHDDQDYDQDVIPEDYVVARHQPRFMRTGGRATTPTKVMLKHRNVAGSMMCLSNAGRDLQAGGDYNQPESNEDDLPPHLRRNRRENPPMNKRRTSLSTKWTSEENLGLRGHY
GRK2 inh – human GRK2 inhibition via aptamer displacement; AID 488847; inhibition of aptamer binding, % at 10 µM; actives 0.59% (n = 330,000); bead flow cytometry, FAM-aptamer displacement from GRK2;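 active = inhibition of aptamer binding above 40%, roughly 3 SD of noise, on plates passing a quality check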;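 note: median bead fluorescence of bound FAM aptamer so fluorescent compounds give negative values; no value below 0 was filed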
Starred values were filed as active, the others as inactive; x = no result given. This is a random part of the collection; about 2.2% have a hit in one of these screens.

SMILES	Fam108B inh	GLD-1 TGE inh	VLA-4 inh	MCL1-BIM inh	CIT2 TOR yeast	AGP1-GFP MLPCN	BCLXL inh	MEX-5 binding	GRK2 inh
O=C(NC(=S)NCCN1CCOCC1)c1ccc(Cl)cc1	0.5	4.4	25.4	-1.8	101.6	105.4	6.3	0.3	0.0
COc1ncnc2c1oc1nc(C)c3c(c12)CC(C)(C)OC3	2.3	2.6	-5.8	4.0	101.7	104.0	5.2	4.5	2.0
COc1ccc(/C=C2\SC(=O)N(CC(=O)NNC(=O)c3ccccc3O)C2=O)cc1	-7.2	-4.8	7.2	9.0	91.9	92.5	6.0	0.3	0.0
CCOc1ccc(N/C(N)=N/c2nc(CSc3nnnn3-c3ccccc3)cc(=O)[nH]2)cc1	-2.5	-1.9	0.6	12.8	103.7	102.2	4.7	1.7	0.0
Cc1cc(C(=O)N2CCCC2C(=O)O)c(C)o1 (centres undefined)	-4.5	7.6	3.1	-2.1	106.3	103.5	5.9	-1.9	7.0
Cc1nc(CN(C)C(=O)CC2C(=O)NCCN2Cc2ccc(-c3ccccc3)cc2)cs1 (centres undefined)	-2.2	7.8	5.9	6.1	85.5	92.9	11.4	2.4	0.0
O=C(Nc1nnc(SCc2ccc(Cl)cc2)s1)c1ccco1	0.6	5.4	-5.6	-6.8	91.0	101.6	1.7	-0.8	3.0
CC(NC(=O)CN(C)Cc1cccc(F)c1)c1ccccc1 (centres undefined)	-3.9	-0.1	-4.3	-8.6	102.6	96.1	-3.1	-1.2	0.0
O=[N+]([O-])c1ccc(Cl)c(/C=N/Nc2nc(N3CCOCC3)nc(N3CCOCC3)n2)c1	-4.0	1.7	38.3	3.6	95.9	102.4	2.1	1.0	2.0
NCCCC[C@@H]1NC(=O)[C@H](CCC(=O)O)NC(=O)c2cc([N+](=O)[O-])cc(I)c2NCC[C@@H](C(N)=O)NC1=O	4.1	-4.7	0.1	-10.0	87.8	91.6	5.2	-0.9	2.0
Cc1ccccc1N(C(=O)c1ccccn1)C(C(=O)NCc1ccccc1)c1cccnc1 (centres undefined)	5.7	2.1	5.0	-2.9	100.2	101.8	-3.7	2.2	0.0
Cc1ccc2cccc(S(=O)(=O)n3nc(C)cc3C)c2n1	0.2	6.7	10.5	8.9	109.0	107.1	2.3	-3.0	1.0

The list goes on (2 carried over from the part before).
SMILES	Fam108B inh	GLD-1 TGE inh	VLA-4 inh	MCL1-BIM inh	CIT2 TOR yeast	AGP1-GFP MLPCN	BCLXL inh	MEX-5 binding	GRK2 inh
Cc1ccccc1N(C(=O)c1ccccn1)C(C(=O)NCc1ccccc1)c1cccnc1 (centres undefined)	5.7	2.1	5.0	-2.9	100.2	101.8	-3.7	2.2	0.0
Cc1ccc2cccc(S(=O)(=O)n3nc(C)cc3C)c2n1	0.2	6.7	10.5	8.9	109.0	107.1	2.3	-3.0	1.0
CC1(C)Cc2cccc(OCC(=O)OCC(=O)NCc3ccccc3)c2O1	0.1	-2.6	6.4	-8.8	87.9	91.7	-7.4	3.8	0.0
O=C(NCCN1CCOCC1)c1ccc(CS(=O)(=O)c2ccc(Br)cc2)o1	0.5	1.1	10.4	-2.4	106.6	112.2	-1.9	1.5	0.0
COc1cc(NC(=O)COC(=O)/C=C/c2ccccc2Cl)cc(OC)c1	-0.9	4.0	-0.5	0.3	99.9	95.5	-0.6	-0.3	30.0
O=C(NCc1ccc(F)cc1)C(c1ccc(Cl)cc1)N(C(=O)c1csnn1)C1CC1 (centres undefined)	-1.6	-0.7	-6.3	7.4	104.7	100.8	1.6	1.0	0.0
CCN(CC(=O)Nc1ccc2c(c1)OCCO2)Cc1cc(=O)oc2cc(C)c(C)cc12	1.1	2.6	3.0	-4.4	111.3	108.0	3.8	-1.6	0.0
COc1ccc(OC2C(=O)N(c3cc(C)ccc3C)C2c2ccc(OC)c(OC)c2)cc1 (centres undefined)	-2.8	6.3	-0.2	2.8	102.8	99.1	-2.4	-0.1	0.0
COc1ccc(C(=O)Nc2ccc(S(=O)(=O)N3CCCCC3C)cc2)c(OC)c1OC (centres undefined)	5.7	5.3	-14.4	3.8	95.4	95.4	6.0	-0.4	0.0
CC1=C(C#N)C(c2cccnc2)C2=C(N1)c1ccccc1C2=O (centres undefined)	-0.7	2.1	-8.3	5.0	107.3	102.6	9.2	2.9	0.0
COc1cc(/C=N/n2c(C3CCCCC3)n[nH]c2=S)cc(Br)c1O	-0.8	-6.9	9.6	11.2	94.2	80.2	1.9	-11.3	5.0
COc1ccc(C(=O)OCC(=O)Nc2ccc([N+](=O)[O-])cc2OC)c(O)c1	-8.2	-4.1	16.1	-12.1	110.2	102.8	2.1	-1.4	0.0
O=C(NCc1cccnc1)c1ccc(CN2CCc3ccccc3C2)cc1	-0.9	5.5	8.6	9.4	82.6	97.2	5.8	-0.1	2.0
COc1ccc(C(NC(=O)c2c(F)c(F)c(F)c(F)c2F)c2ccccc2)cc1 (centres undefined)	-1.2	1.7	9.9	5.3	98.7	94.1	3.3	-3.9	2.0
O=C(Nc1ccc(F)cc1F)c1ccc(COc2c(F)c(F)cc(F)c2F)o1	-5.5	-2.6	6.3	2.9	101.4	101.1	5.9	-1.0	1.0
COC(=O)c1c(C)nc2c(c(SC)nn2-c2ccccc2)c1N	-6.8	-1.1	-0.3	-2.8	86.7	88.0	-1.9	-0.7	0.0
C/C=C/C=C(/NC(=O)c1ccccc1)C(=O)Nc1ccccc1	x	x	-0.6	x	101.4	94.5	x	-0.5	0.0
CC[C@H](C)[C@H](NC(N)=O)C(=O)Nc1ccc(NC(C)=O)cc1	0.0	0.5	-2.7	6.1	100.3	103.5	3.4	-1.3	3.0
CCCc1cc(=O)[nH]c(/N=C(/NC(=O)C(C)N2C(=O)c3ccccc3C2=O)Nc2ccccc2)n1 (centres undefined)	-4.6	6.0	19.7	5.9	105.4	105.6	-1.5	-1.4	1.0
COc1ccc(NC(=O)C(=O)N2N=C3CCCCC3C2(O)C(F)(F)F)cc1 (centres undefined)	3.9	5.3	-2.1	-13.0	91.7	96.5	-11.5	2.4	41.0*
Cn1c(CCN2CCOCC2)nc2cc(NC(=O)COc3ccc(Cl)cc3)ccc21	-1.8	0.9	8.1	5.0	102.8	104.8	2.0	3.6	0.0
C#CCOCCOCCOCCNc1nc(N2CCN(C(=O)C([C@@H](C)CC)n3cc(C(N)Cc4ccc(O)cc4)nn3)CC2)nc(N2CCN(C(=O)[C@H](CCC(=O)O)n3cc(C(N)[C@H](C)CC)nn3)CC2)n1 (some centres undefined)	-1.2	3.8	-2.0	6.1	106.7	93.8	6.7	-4.6	0.0
CCOC(=O)C1=C(C)NC(C)=C(C(=O)OCC)C1C(=O)OCC(=O)N1CCc2ccccc21	2.5	1.9	14.3	2.8	109.6	104.3	10.1	-1.7	5.0
CN(c1ccc(OCC(=O)OCC(=O)Nc2cccc([N+](=O)[O-])c2)cc1)S(=O)(=O)c1ccc(F)cc1	2.5	4.5	12.7	-4.0	96.5	95.9	-0.6	3.7	2.0
Cc1cc(C(=O)COC(=O)c2cccn2C)c(C)n1Cc1ccco1	-2.1	0.5	4.1	2.2	83.8	93.4	1.1	-1.6	2.0
O=C(NC(=O)c1c(F)cccc1F)O/N=C1\CCCc2occc21	-2.0	8.3	10.7	1.3	87.5	98.2	-1.1	-1.1	0.0
COc1ccc(OC)c(NC(=O)Cn2c(C)nc3ccccc3c2=O)c1	-2.8	0.7	-7.3	-0.8	103.7	97.2	6.0	0.9	0.0
O=C(Nc1cccc(Cl)c1)Nc1cc(S(=O)(=O)N2CCCCC2)ccc1Cl	-54.7	5.5	6.1	1.2	99.7	96.2	0.3	-0.4	1.0
Cc1nc2ccc(S(=O)(=O)NCC(=O)N3CCCCC3)cc2s1	-1.9	3.9	15.2	-3.5	88.1	91.0	-1.0	0.8	0.0
Fc1cccc(NC(=S)NCCc2ccccc2)c1	-2.9	9.0	-9.0	12.2	91.5	95.7	6.5	-1.8	5.0
CC#CCN(CC#CC)S(=O)(=O)c1ccc(-n2cnnn2)c(OC)c1	2.6	-2.3	1.1	5.3	108.1	114.1	8.7	-0.5	2.0
CCCCCCC1C(C#N)=C(N)OC2=C1C(=O)CCC2 (centres undefined)	-0.2	1.4	20.0	-8.0	95.1	101.1	-1.1	-3.8	0.0
COc1cc(C(C)=O)ccc1Oc1ncnc2c1cnn2-c1cccc(Cl)c1	1.3	3.6	-9.8	-0.4	102.3	100.4	3.5	0.1	0.0
CCc1ccc(Nc2ncnc3nc[nH]c23)cc1	1.7	2.1	-2.2	9.1	99.3	96.6	7.6	0.7	2.0
Cc1c(NC(=O)Nc2cccs2)cccc1[N+](=O)[O-]	-2.1	1.4	0.0	2.9	87.5	103.3	2.8	-1.0	2.0
Cn1c(=O)[nH]c(=O)c2c1nc(SCC(O)CCl)n2Cc1ccccc1 (centres undefined)	0.7	0.9	6.1	-2.5	98.8	99.9	3.4	0.1	5.0
Cc1cc(C(=O)Nc2cccc3c2O[C@@H](CN(C)S(=O)(=O)c2ccccc2)[C@H](C)CN([C@@H](C)CO)C3=O)n(C)n1	x	5.7	-6.5	x	98.7	92.1	x	x	1.0
COc1cc(-c2nc(-c3ccccc3)c(-c3ccc(F)cc3)[nH]2)cc2c1OCO2	5.6	0.4	28.7	7.5	91.6	94.9	9.1	1.1	0.0

Among those listed so far, nine contain fluorine:
SMILES	Fam108B inh	GLD-1 TGE inh	VLA-4 inh	MCL1-BIM inh	CIT2 TOR yeast	AGP1-GFP MLPCN	BCLXL inh	MEX-5 binding	GRK2 inh
CC(NC(=O)CN(C)Cc1cccc(F)c1)c1ccccc1 (centres undefined)	-3.9	-0.1	-4.3	-8.6	102.6	96.1	-3.1	-1.2	0.0
O=C(NCc1ccc(F)cc1)C(c1ccc(Cl)cc1)N(C(=O)c1csnn1)C1CC1 (centres undefined)	-1.6	-0.7	-6.3	7.4	104.7	100.8	1.6	1.0	0.0
COc1ccc(C(NC(=O)c2c(F)c(F)c(F)c(F)c2F)c2ccccc2)cc1 (centres undefined)	-1.2	1.7	9.9	5.3	98.7	94.1	3.3	-3.9	2.0
O=C(Nc1ccc(F)cc1F)c1ccc(COc2c(F)c(F)cc(F)c2F)o1	-5.5	-2.6	6.3	2.9	101.4	101.1	5.9	-1.0	1.0
COc1ccc(NC(=O)C(=O)N2N=C3CCCCC3C2(O)C(F)(F)F)cc1 (centres undefined)	3.9	5.3	-2.1	-13.0	91.7	96.5	-11.5	2.4	41.0*
CN(c1ccc(OCC(=O)OCC(=O)Nc2cccc([N+](=O)[O-])c2)cc1)S(=O)(=O)c1ccc(F)cc1	2.5	4.5	12.7	-4.0	96.5	95.9	-0.6	3.7	2.0
O=C(NC(=O)c1c(F)cccc1F)O/N=C1\CCCc2occc21	-2.0	8.3	10.7	1.3	87.5	98.2	-1.1	-1.1	0.0
Fc1cccc(NC(=S)NCCc2ccccc2)c1	-2.9	9.0	-9.0	12.2	91.5	95.7	6.5	-1.8	5.0
COc1cc(-c2nc(-c3ccccc3)c(-c3ccc(F)cc3)[nH]2)cc2c1OCO2	5.6	0.4	28.7	7.5	91.6	94.9	9.1	1.1	0.0
